Source: PubChem
Chronic BCR inh: chronic active BCR signaling inhibition | ABC-DLBCL IkBa-CBG/CBR reporter, luminescence ratio, 4 h | Potency, µM (highest dose often 46.1 µM), inactives show at the top dose ratio change, negative = lower green/red ratio, actives largely listed as inhibitors | 0.05% of 340,000 active | AID 493014; active = well fitted inhibition curve with a large enough effect in the signal ratio, with a control signal flat, not every such curve was filed as active; inconclusive = small, poorly fitted or top-dose-only effect, or effect the other way, or a change in a side signal; the % refers to the signal ratio;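 note: potency is the fitted concentration of half-maximal effect; plate controls were basal doxycycline-induced cells for no effect and cells given 10 µM MG132 for full effect; MG132 reads +100%, hits lower the ratio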
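Cell line TMD8 (human ABC DLBCL), stably expressing tet-inducible CBG68-IkBa fusion and CBR; IMDM/0.5% FBS; cpd up to 46 uM; dox induction, 4 h, 37C/5% CO2; dual luminescence; green/red ratio; MG132 control.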
ELG1 DNA repair: blocks ELG1-dependent DNA repair in HEK293T cells; HEK293T ELG1-luciferase reporter, luminescence, 16 h; DNA damage induced by 5-fluorouridine; Potency, µM (doses to about 46.1 µM), for inactives: at the top dose activity change, negative = inhibition, hits mostly inhibitors; 2.3% of 330,000 active; AID 504467; note: potency is the fitted concentration of half-maximal effect; % is set by controls: 0 for no effect and ±100 for the full control effect; nearly all actives have a fitted effect of over 55% in size
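Overnight (16 hr) co-exposure of 2,000 cells/well to 5-fluorouridine and compound at 37 °C preceded detection. Luciferase was quantified via ONE-Glo luminescence; loss of signal denotes inhibition.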
TCR activator: activators of T cell receptors. Potency, µM (highest dose often 9.22 µM), without a hit: at the highest dose activation of IL-2 secretion, hits mostly activators. 330,000 tested, under 10 active. primary human leukocytes, anti-CD3, IL-2 HTRF, 48 h; note: % of control where 0% means no effect
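Readout: HTRF IL-2, Eu-cryptate/d2 antibody pair, 320nm excitation, 665nm emission. Stimulus: a-CD3 beads, no co-stimulation. Cells: primary human leukocytes. Exposure: 48 hr with compound.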
S-ASM inh: inhibitors of human secretory acid sphingomyelinase; placental ASM, HMU-PC fluorogenic substrate, 60 min; 0.006% of 340,000 active; Potency, µM (top dose mostly 57.5 µM), for inactives: at the highest dose activity change, negative = inhibition, hits mostly inhibitors; P17405; note: potency is the fitted concentration of half-maximal effect
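Fluorescence read-out (Ex 386 nm, Em 447 nm) after stopping the reaction at pH 10. Enzyme: ASM from human placenta; substrate HMU-PC0, 9 uM final; 60 min, 37 °C. Compound preincubation 10 min, ambient temperature.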
Eya2 phos inh: Eya2 (human) phosphatase inhibition; Potency, µM (doses to about 76.9 µM), inactives show at the highest dose activity, negative = inhibition, usual class: inhibitors; 0.006% of 330,000 active; recombinant Eya2, OMFP fluorescence dephosphorylation (OMFP is methylfluorescein phosphate); note: potency is the fitted concentration of half-maximal effect; % is set by controls: 0 for no effect and ±100 for the full control effect
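Eya2 (0.2 uM) preincubated 10 min at ambient with compound, then OMFP substrate added at 50 uM; 10 min reaction in 50 mM HEPES pH 7.5, 50 mM NaCl, 5 uM MgCl2, 0.05% BSA, 1 mM DTT. Fluorescence read at Ex 485/Em 525 nm.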
Tb PFK block: inhibitors of T. brucei phosphofructokinase. O15648. T. brucei PFK, ADP-Glo luminescence. Potency, µM (highest dose often 57.5 µM), for inactives: at the top dose activity, negative = inhibition, actives largely listed as inhibitors. 0.17% of 330,000 active;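 note: potency is the fitted concentration of half-maximal effect; 0% = uninhibited 1x PFK enzyme wells and -100% = no-enzyme wells; nearly all actives have a fitted effect of over 60% in size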
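In TEA buffer at pH 8.0 with 5 mM MgCl2, enzyme (1.25 nM) converted F6P (0.5 mM) and ATP (0.1 mM) for 45 min at room temperature. ADP product was read by luciferase luminescence.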
Mito fusion act: blocks mitochondrial division or promotes mitochondrial fusion | S. cerevisiae fusion-defective mutant growth rescue, CellTiterGlo 48 h | Potency, µM (series often up to 46.1 µM), without a hit: top-dose growth rescue (activation), usual class: activators | 0.23% of 320,000 active | AID 485298;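 note: potency is the fitted concentration of half-maximal effect; % of control where 0% means no effect; nearly all actives have a fitted effect of over 45% in size; temperature-sensitive fusion mutants such as fzo1-1 at 37 °C on non-fermentable ethanol glycerol medium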
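Read-out: ATP-based luminescence (CellTiterGlo, 10 min ambient) reporting growth of fusion-defective ts yeast after 48 hours at 37C on glycerol/ethanol YPEG medium in the presence of compound.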
a7 integrin act: integrin-mediated muscular dystrophy alleviation activation; 0.064% of 350,000 active; alpha7betagal myoblasts, beta-gal FDG fluorescence, 48 h; Potency, µM (top dose mostly 38.3 µM), inactives show top-dose activation, actives largely listed as activators;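 note: potency is the fitted concentration of half-maximal effect; 100% = response of the positive control SU9516; nearly all actives have a fitted effect of over 60% in size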
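alpha7betagal+/- myoblasts (passage 13, 250/well) treated 48 h at 37C with compounds at 1:260 dilution of DMSO stock. Lysed, then beta-galactosidase activity read as FDG fluorescence (ex 480/em 540) after 30 min, with pre-read for autofluorescence.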
TSHR antag: human thyrotropin receptor antagonism. TSHR-expressing cells, TSH-stimulated cAMP HTRF, 2 h; hits give low values. P16473. AID 504810. 0.2% of 330,000 active. activity change, negative = inhibition, % at 11.5 µM;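 active = activity change below a set negative limit, meaning inhibition stronger than a set level, cut at about -70% in these data; inconclusive = activity change between two set negative limits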; note: % is set by controls: 0 for no effect and ±100 for the full control effect
Target sequence (P16473 whole entry, looked up): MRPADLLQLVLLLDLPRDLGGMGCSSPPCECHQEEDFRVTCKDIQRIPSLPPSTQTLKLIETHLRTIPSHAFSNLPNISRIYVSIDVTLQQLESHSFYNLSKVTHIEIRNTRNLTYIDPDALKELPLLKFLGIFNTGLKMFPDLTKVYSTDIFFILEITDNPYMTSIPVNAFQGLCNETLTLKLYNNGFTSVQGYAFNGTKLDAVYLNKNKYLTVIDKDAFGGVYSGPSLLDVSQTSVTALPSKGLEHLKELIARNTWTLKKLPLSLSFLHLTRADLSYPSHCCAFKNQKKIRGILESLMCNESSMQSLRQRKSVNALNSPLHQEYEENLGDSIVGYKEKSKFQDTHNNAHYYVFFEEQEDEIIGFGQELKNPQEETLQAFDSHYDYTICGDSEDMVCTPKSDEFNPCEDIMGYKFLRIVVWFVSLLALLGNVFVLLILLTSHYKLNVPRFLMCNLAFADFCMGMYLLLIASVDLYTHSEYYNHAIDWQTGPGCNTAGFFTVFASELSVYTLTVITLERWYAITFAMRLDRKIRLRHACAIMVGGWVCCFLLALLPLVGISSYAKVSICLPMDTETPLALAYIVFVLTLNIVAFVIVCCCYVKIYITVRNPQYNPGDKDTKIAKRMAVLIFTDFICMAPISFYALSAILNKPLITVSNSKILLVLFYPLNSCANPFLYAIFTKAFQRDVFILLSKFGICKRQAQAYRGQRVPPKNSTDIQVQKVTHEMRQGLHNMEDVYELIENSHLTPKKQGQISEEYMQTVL
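Competitive HTRF cAMP read-out (cryptate anti-cAMP antibody, cAMP-d2; 30 min, room temperature) in freshly harvested TSHR cells. Compounds added before TSH at EC80 (4nM final), followed by 2 hours' incubation at 37 deg C.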
A-T KAP1 phos: candidate therapy for ataxia-telangiectasia | […] A-T fibroblasts, KAP-1 phosphorylation AlphaLISA; neocarzinostatin DNA damage 30 min before lysis | Potency, µM (series often up to 57.5 µM), for inactives: at the highest dose activation, hits mostly activators | 0.19% of 320,000 active | AID 485349; note: potency is the fitted concentration of half-maximal effect; % of control where 0% means no effect; nearly all actives have a fitted effect of over 45% in size
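ATM-like activity read as KAP-1 phosphorylation via AlphaLISA donor/acceptor antibody pairs after lysis and 6 hr at 25C. Cells were ATM-null patient fibroblasts ([…], hTERT), dosed 60 min, then exposed to the DSB inducer NCS for 30 min.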
TSG101-PTAP inh: blocks PTAP/TSG101 interaction to inhibit HIV-1 budding | Q99816 | Fluorescence polarization, FITC-PTAP peptide / Tsg101 binding | Potency, µM (series often up to 115 µM), for inactives: top-dose activity change, negative = inhibition, most hits filed as inhibitors | 340,000 tested, under 10 active | AID 493005; active = well fitted inhibition curve with a large enough effect in the main read-out, with a control signal flat, not every such curve was filed as active; inconclusive = small, poorly fitted or top-dose-only effect, or effect the other way, or a change in a side signal; inactive = no such curve, though single readings can be large or run the other way; note: potency is the fitted concentration of half-maximal effect; % of control where 0% means no effect
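Fluorescence polarization binding of Tsg101 binding domain (10 uM final) to FITC-labeled PTAP peptide (50 nM final) in HEPES pH 7.5 buffer with NaCl, Tween 20, EDTA, TCEP. Compounds added before peptide; binding 20 min at RT.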
Numbers without * were called inactive; ? = inconclusive; . = no result given; [ ] = dose if it differs, or a comment. Unless noted, calls come from the whole dose curve; as a rule, active = well fitted curve in the direction sought with a large enough effect; inconclusive = small, poorly fitted or top-dose-only effect, or another doubt; inactive = no such curve, though single readings can be large; an effect the other way counts as inactive or inconclusive.

SMILES	Chronic BCR inh	ELG1 DNA repair	TCR activator	S-ASM inh	Eya2 phos inh	Tb PFK block	Mito fusion act	a7 integrin act	TSHR antag	A-T KAP1 phos	TSG101-PTAP inh
CCN(CC)CCn1c2c(c(SCC(=O)Nc3nc4ccccc4s3)nc1=O)CCC2	9.8%	-7.3%	2.4%	2.0%	-4.2%	0.0%	-3.2%	4.4%	-6.4	-10.0%	0.7%
CC(Sc1cccc(C(F)(F)F)c1)C(=O)NC(N)=O (centres undefined)	-20.3%	17.4%	5.6%	-0.8%	-22.9%	1.9%	0.6%	1.2%	12.6	-3.7%	-5.0%
CCC(O)(CCN1CCCCC1)c1ccccc1 (centres undefined)	-4.7%	15.4%	-0.3%	-0.2%	-14.3%	1.8%	-1.6%	9.9%	14.7	-1.9%	-7.2%
Cc1cccc(N(C(=O)c2snc(C(N)=O)c2N)C(C(=O)NCC2CCCO2)c2ccc(N(C)C)cc2)c1C (centres undefined)	4.9%	11.8%	-0.9%	50.6%[activator]	-1.5%	2.5%	-0.7%	25.4%	-11.9	-3.8%	-0.9%
COc1ccc(-c2nc3ccccc3s2)cc1	1.9%	?	-1.3%	2.6%	5.2%	-13.9%	3.7%	-11.4%	-10.7	6.2%	-1.4%
CCOc1ccc(CCNC(=O)c2cccc(S(=O)(=O)N3CCCCC3)c2)cc1OCC	1.6%	?	-0.7%	0.6%	11.6%	-2.0%	-6.2%	-0.5%	-6.3	-6.3%	-0.4%
CCn1cc(C(=O)O)c(=O)c2cnc(N3CCN(C(=S)NC(=O)c4ccc(Cl)cc4)CC3)nc21	3.7%	?	4.5%	-6.9%	6.4%	2.8%	-6.9%	13.3%	-15.7	-6.1%	-2.0%
CCOc1cc(C(=O)NCc2ccc(-c3nc4ccccc4o3)cc2)cc(OCC)c1OCC	6.1%	?	0.9%	1.5%	1.5%	0.2%	2.2%	21.1%	30.0	5.9%	-0.7%
O=C(Nc1ccc(Cl)cc1)c1cccc(OC(=S)N2CCOCC2)c1	-19.1%	?	4.7%	-13.5%	-1.8%	0.8%	2.8%	-22.6%	-8.2	4.5%	.
Cc1ccc(-n2c(SCC(=O)N(C)C)nnc2-c2ccco2)cc1	2.4%	1.4%	16.9%	-1.2%	-1.0%	-8.6%	5.0%	6.4%	-5.5	1.0%	-6.6%
CCC(CC)c1nnc(NC(=O)C23CC4CC(CC(NC(C)=O)(C4)C2)C3)s1	-1.0%	-13.0%	-5.4%	5.7%	8.1%	-1.9%	0.5%	54.4%	-10.3	2.4%	-0.5%
O=C(CN1C(=O)C(=O)c2ccccc21)OCN1C(=O)c2ccccc2C1=O	-8.5%	3.8%	-7.1%	-0.2%	0.2%	1.9%	-4.7%	12.8%	-2.6	1.2%	-8.7%
N#Cc1nc(Cc2cccc3ccccc23)oc1NCc1ccc(F)cc1	?	?	-2.8%	-4.8%	-8.0%	-0.4%	26.4%	5.5%	-1.2	5.6%	0.8%
CC(C)OC(=O)C(C(=O)C(F)(F)F)c1cc(NS(=O)(=O)c2ccc3ccccc3c2)c2ccccc2c1O (centres undefined)	?	?	0.5%[46.1 µM]	-18.4%	-6.5%	-15.7%	-8.5%	-34.4%	-1.3	7.7%	?
CC1CCN(C(=O)Cn2c3ccccc3c3nc4n(c(=O)c32)CCS4)CC1	-0.5%	12.3%	-11.9%	3.9%	7.4%	-6.4%	14.7%	-24.9%	8.7	-3.1%	-9.9%
Cc1cc(C)n(C(=O)Cn2nc([N+](=O)[O-])cc2C)n1	4.1%	10.4%	-26.5%	-0.9%	-9.7%	-3.2%	-2.0%	5.3%	21.8	-0.6%	-2.5%
CCc1cc(-c2onc(C)c2-c2cscn2)c(O)cc1OC	?	-24.7%	-0.6%	-3.1%	-7.1%	0.3%	-8.5%	-31.5%	15.6	-2.6%	-2.4%
COc1cccc(CC(C(=O)Nc2cc(C)ccc2C)c2nn[nH]n2)c1OC (centres undefined)	?	-0.6%	-1.8%	0.8%	11.1%	-3.0%	-1.3%	38.1%	6.7	-4.7%	-4.8%
CN(CCOc1ccc(Br)cc1)CC(O)c1ccccc1 (centres undefined)	-3.7%	0.0%	7.1%	3.7%	7.8%	-20.4%	2.5%	-32.2%[inhibitor]	22.2	25.3%	-0.9%
O=C(CSc1nc2ccccc2c(=O)n1-c1ccc(Cl)cc1)c1ccco1	?	15.1%	-0.3%	3.8%	-3.1%	2.4%	-2.0%	16.6%	7.3	5.7%	-4.9%
COc1ccc(OC)c(C2CC(=O)N3CN(c4cccc(Cl)c4)CSC3=C2C#N)c1 (centres undefined)	0.3%	11.2%	0.7%	2.7%	-5.1%	-29.4%	1.5%	-0.9%	-3.4	-1.7%	-1.8%
Cc1ccc(/C=C/C(=O)c2ccc(O)cc2)cc1	?	?	-2.1%	-2.8%	-22.6%	-1.5%	21.3%	0.0%	-3.2	1.9%	-11.3%
CC(=O)Nc1ccnn1C1CCN(C(=O)c2cccc(C)c2C)CC1	3.2%	10.1%	0.4%	0.1%	-4.3%	3.1%	1.0%	24.1%	26.0	-9.0%	-0.1%
O=C(Nc1ccc(Cl)cc1)Nc1cnccn1	6.3%	7.4%	-15.6%	1.2%	-0.4%	-12.8%	7.0%	-22.2%	-1.6	-0.7%	-10.3%
CCCCn1c(N)c(N(CCOC)C(=O)c2cc(-c3ccc(OC)c(OC)c3)nc3ccccc23)c(=O)[nH]c1=O	-6.0%	-4.6%	6.4%	8.2%	-16.8%	3.4%	-2.3%	4.1%	0.5	-6.3%	0.6%

Remaining list, next part:
SMILES	Chronic BCR inh	ELG1 DNA repair	TCR activator	S-ASM inh	Eya2 phos inh	Tb PFK block	Mito fusion act	a7 integrin act	TSHR antag	A-T KAP1 phos	TSG101-PTAP inh
CN(C)S(=O)(=O)c1ccc(Cl)c(C(=O)OCC(=O)NC(=O)c2cccn2C)c1	?	-13.7%	-0.4%[46.1 µM]	-0.6%	6.5%	4.2%	-4.2%	-15.2%	4.0	7.7%	-2.3%
COc1ccccc1N(C)S(=O)(=O)c1ccc(C(=O)NC(C)(C)C)cc1	10.6%	?	-0.3%	2.6%	7.3%	4.4%	1.6%	-5.1%	-15.0	0.2%	-6.5%
CCOc1ccc(NS(=O)(=O)c2ccc3c(c2)oc(=O)n3C)cc1	-0.7%	13.4%	-1.0%	-1.2%	0.9%	0.4%	0.6%	-2.8%	11.7	2.2%	-8.0%
COC(=O)C1=C(NC(=O)c2ccccc2C)CCS1	4.4%	6.2%	-0.2%	6.2%	0.8%	-6.7%	1.6%	-36.0%	-10.8	-10.4%	-10.7%
CN1CC(c2ccc(Cl)c(Cl)c2)[C@@]2(COc3ccccc3C2=O)[C@@]12C(=O)Nc1ccccc12 (some centres undefined)	6.5%	-7.3%	2.8%	-3.1%	-11.9%	3.4%	-3.5%	-60.5%[inhibitor]	-2.7	-5.4%	-6.2%
Cc1cccc(C)c1NC(=O)CN(C)CC(=O)N1CC(=O)Nc2ccccc21	-9.2%	-9.8%	-6.0%	3.6%	2.6%	11.6%	.	7.7%	8.9	40.0%	-4.0%
O=C(O)c1n[nH]c2c1CCCC2	7.0%	3.9%	0.3%	0.7%	11.1%	1.9%	-7.4%	-13.6%	-4.7	8.3%	-2.0%
O=C(Cc1ccccc1)Nc1cccc(C(=O)N/N=C/c2ccco2)c1	-6.8%	0.7%	2.2%[46.1 µM]	6.2%	4.3%	4.2%	1.4%	21.1%	1.4	6.5%	-3.6%
COc1ccccc1OCCC(=O)OCC(=O)NC(C)c1ccccc1 (centres undefined)	-4.8%	23.7%	0.1%[46.1 µM]	5.6%	-0.9%	0.4%	-0.3%	-1.1%	23.5	1.0%	-15.8%
COc1ccccc1N1C(=O)c2ccc(C(=O)Nc3ccc(F)cc3)cc2C1=O	2.6%	-3.1%	-4.3%	-10.3%	10.3%	-1.6%	9.0%	8.7%	-11.6	-1.4%	1.7%
